From PubChem
TcdB inh = TcdB glycohydrolase inhibition. inhibition, % at 9.99 µM. hit rate 0.24% among 350,000. P18177. TcdB glycohydrolase enzymatic assay, plate reader; in the data active = inhibition above about 10%
PfHsp40 rescue = rescue of PfHsp40-mediated yeast toxicity | S. cerevisiae expressing PfHsp40, growth rescue, ATP luminescence | growth rescue, % at 12.5 µM | hit rate 0.68% among 340,000; in the data active = growth rescue above about 28%, passing the limit was not always enough; inconclusive = no clear call, values can overlap the other calls;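 note: yeast W303a lacking pdr1 and pdr3 grown in galactose medium; growth measured after three days at 30 °C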
CCHFV vOTU inh = CCHFV vOTU protease inhibition | inhibition, % at 11.5 µM | hit rate 0.55% among 370,000 | Pep-AMC fluorescence; in the data active = inhibition above about 30%; note: 0% = vehicle wells with enzyme and 100% = no enzyme wells
BoNT A protease = blocks Botulinum neurotoxin A light chain protease; hit rate 0.17% among 360,000; inhibition, % at 10 µM; multiplex microsphere protease substrate cleavage, flow cytometry; AID 588499; note: plate controls were buffer without enzyme for full effect and enzyme alone for no effect
Y pestis TopoI = blocks Yersinia pestis topoisomerase I activity; Y. pestis Topo-I cleavage product accumulation, plate reader; activity, % at 10 µM; hit rate 0.064% among 360,000; in the data active = activity above about 50%, passing the limit was not always enough; inconclusive = no clear call, values can overlap the other calls; note: inactives centre near 2
FadD28 FP inh = M. tuberculosis FadD28 bisubstrate binding inhibition | AID 588549 | FadD28 bisubstrate probe binding, fluorescence polarization | inhibition, % at 12.5 µM | hit rate 0.22% among 360,000; in the data active = inhibition above about 8.5%, passing the limit was not always enough; inconclusive = no clear call, values can overlap the other calls
PrPC TRFRET = cell surface PrPC inhibition, primary TR-FRET screen; P04156; TR-FRET read-out; inhibition, % at 13.8 µM; hit rate 0.43% among 370,000; AID 720596; in the data active = inhibition above about 24%; note: 0% = median of the test wells and 100% = reference compound wells
Anthrax LF inh2 = anthrax lethal factor protease inhibition; P15917; multiplex microsphere protease cleavage assay, LF; inhibition, % at 10 µM; hit rate 0.12% among 360,000; AID 588501; note: plate controls were buffer without enzyme for full effect and enzyme alone for no effect
Target sequence (P15917 whole entry, looked up): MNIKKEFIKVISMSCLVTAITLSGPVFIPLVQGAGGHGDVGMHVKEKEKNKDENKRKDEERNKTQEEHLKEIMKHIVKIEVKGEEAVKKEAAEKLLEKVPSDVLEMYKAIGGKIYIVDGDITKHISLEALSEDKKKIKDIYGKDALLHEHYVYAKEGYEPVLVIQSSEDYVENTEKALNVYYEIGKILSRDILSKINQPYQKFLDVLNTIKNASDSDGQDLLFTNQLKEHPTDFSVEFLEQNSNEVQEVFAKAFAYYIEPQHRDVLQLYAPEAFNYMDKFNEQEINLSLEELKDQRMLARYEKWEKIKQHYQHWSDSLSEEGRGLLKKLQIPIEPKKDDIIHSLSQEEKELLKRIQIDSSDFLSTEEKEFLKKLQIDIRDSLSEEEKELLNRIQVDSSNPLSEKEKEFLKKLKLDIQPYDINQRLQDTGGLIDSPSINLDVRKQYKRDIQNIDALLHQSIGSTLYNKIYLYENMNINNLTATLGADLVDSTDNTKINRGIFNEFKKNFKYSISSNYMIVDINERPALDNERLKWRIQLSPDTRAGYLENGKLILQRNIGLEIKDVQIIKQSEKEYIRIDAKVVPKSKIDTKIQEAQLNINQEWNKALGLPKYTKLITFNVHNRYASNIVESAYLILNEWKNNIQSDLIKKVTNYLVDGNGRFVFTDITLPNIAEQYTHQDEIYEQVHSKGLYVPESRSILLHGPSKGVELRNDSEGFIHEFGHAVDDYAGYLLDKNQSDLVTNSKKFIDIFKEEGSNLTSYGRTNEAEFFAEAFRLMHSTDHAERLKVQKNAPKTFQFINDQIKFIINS
BoNT F protease = inhibitors of Botulinum neurotoxin F light chain protease; Multiplex microsphere protease cleavage assay, flow cytometry; inhibition, % at 10 µM; hit rate 0.22% among 360,000; AID 588497; in the data active = inhibition above about 35%, passing the limit was not always enough; inconclusive = no clear call, values can overlap the other calls; note: plate controls were buffer without enzyme for full effect and enzyme alone for no effect
* hit, by the source's call; ? = inconclusive; . = not tested or not shown; & = joins results of further samples. Cut-off read from the data, not from the text of the source, unless noted: active = inhibition above about 30%; inconclusive = no clear call, values can overlap the other calls; inactive = below that. Hits appear at their usual frequency. Share with any hit: about 2.3%.

SMILES	TcdB inh	PfHsp40 rescue	CCHFV vOTU inh	BoNT A protease	Y pestis TopoI	FadD28 FP inh	PrPC TRFRET	Anthrax LF inh2	BoNT F protease
CCOc1ccc(C2=[N+]([O-])C(C)(C)N(O)C2(C)C)cc1	.	0.2	12	-0.9	7	-0.1	4	-3	-11
COc1ccc(/C=N/N=C2/NC(=O)C(CC(=O)NC(C)C)S2)cc1 (stereo not drawn)	4.9	-2.2	-8	0.3	9	-0.3	-4	-1	-9
CCNc1nc(NC(C)C)nc(N(C)C#N)n1	-0.1	0.1	-5	-0.1	5	-1.1	5	-4	-2
CC[C@@]12C(=O)N(c3ccccc3)C(=O)N1[C@H](c1ccc(OC)cc1)[C@@H]1C(=O)N(C(C)(C)C)C(=O)[C@@H]12	-2.0	0.6	15	0.1	-6	-0.3	0	-2	2
O=c1[nH]c2ccccc2n1CCCSCCCn1c(=O)[nH]c2ccccc21	.	1.0	7	?	34	-3.0	10	-3	3
O=C(O)Cn1cc(C(=S)N2CCOCC2)c2ccccc21	.	0.7	2	-1.1	0	-1.4	-7	0	-2
NC(=O)c1ccc(NC(=O)Cn2c(=O)n(-c3ccccc3)c(=O)c3oc4ccccc4c32)cc1	-0.4	0.2	-7	-1.2	-4	-5.6	1	1	0
CC(Oc1ccc(C(C)(C)C)cc1)C(=O)NC1CC(C)(C)NC(C)(C)C1 (stereo not drawn)	0.0	-2.2	-18	-0.4	3	0.2	4	-7	-3
Cc1[nH]c2ccccc2c1/C=N/NC(=O)c1cccc(S(=O)(=O)Nc2ccccc2Cl)c1	.	1.4	4	35*	-16	-1.0	-1	15	-3
Cc1ccc(NC(=O)CCC(=O)n2nc(C)cc2C)c(C)c1	1.2	-0.2	-14	-0.2	-2	-3.3	1	-8	-2
CC(C)C(C(=O)NCC1CCCO1)N(CC1CCCO1)C(=O)CNS(=O)(=O)c1ccccc1 (stereo not drawn)	1.4	-0.5	7	-0.5	7	1.2	-9	-3	-16
COC(=O)c1ccc(N2C(c3cc(OC)cc(OC)c3)=Cc3ccc(-c4cccnc4)cc3C2CC(=O)C2CC2)cc1 (stereo not drawn)	1.0	.	-34	30	.	.	6	5	8
CCC(Cc1ccccc1)NC(=O)Cn1ncc2ccsc2c1=O (stereo not drawn)	1.5	-1.0	-11	-0.4	-1	-2.0	1	0	6
Cc1noc(C)c1COc1ccc(C(=O)NCC(c2c(F)cccc2Cl)N(C)C)cc1 (stereo not drawn)	2.9	-0.6	16	4.7	1	-0.8	5	1	12
O=C(c1ccc([N+](=O)[O-])cc1)c1cc2ccc(O)cc2oc1=O	0.3	.	11	-2.0	2	0.6	-7	1	31
Cc1nc(NC(=O)c2ccccc2)sc1-c1cc(C(=O)N2CCOCC2)nn1Cc1ccccc1	1.3	.	15	-0.2	12	-3.2	0	0	-3
O=C(Cn1c(NCCCO)nc2ccccc21)c1ccc(F)cc1	1.0	-1.2	10	3.9	-17	-3.4	-3	15	-22
Cc1onc(-c2c(F)cccc2Cl)c1C(=O)Nc1nc2ccccc2[nH]1	.	-0.3	1	-0.6	-5	-0.9	0	-5	-5
Cn1cncc1C#Cc1c(-c2ccsc2)sc2ccccc12	-0.2	311*	-9	0.3	35	-7.1	-16	-2	5
O=C(COC(=O)c1c[nH]c2ccccc12)NC1CCCCC1	0.4	-0.7	0	0.6	8	-2.8	0	5	3
COc1cccc(C(C)(O)c2nc(-c3cccc(F)c3)cs2)c1 (stereo not drawn)	0.3	.	3	-0.2	7	-5.4	-1	3	2
O=C(N/N=C1\CCCc2ccccc21)c1ccc([N+](=O)[O-])cc1Cl	.	-3.2	-21	-0.1	6	0.5	-29	-6	2
COc1ccc(NC(=O)N2CCN(c3ccc([N+](=O)[O-])cc3)CC2)cc1OC	0.9	0.8	13	0.1	5	0.9	-29	3	-3
NC(=O)CC1NC(=O)c2ccccc21 (stereo not drawn)	.	-0.3	10	0.2	-7	-2.7	-1	2	2
CN(C)C(=S)NC(=NCc1ccc([N+](=O)[O-])cc1)c1ccccc1	0.2	-0.5	25	2.1	-4	-0.2	-17	1	-7
CCC(c1nnnn1-c1ccc2c(c1)OCCO2)N1CCN(C/C=C/c2ccccc2)CC1 (stereo not drawn)	0.6	.	-1	-0.1	.	-3.3	-3	0	-1
COC(=O)/C=C/c1cnc2ccccc2c1	1.2	0.5	-4	0.7	-1	-2.2	-4	0	0
O=c1c2ccccc2[nH]c(=S)n1Cc1ccccc1	0.3	-0.1	7	0.8	-3	-6.8	-4	5	?
COc1cc(C(=O)c2ccccc2C(=O)O)c(OC)c2c1CCCC2	-1.5	-0.6	10	-0.2	12	0.5	-3	-7	-7
COc1cc2c(cc1NC(=O)CSc1nnc(Cc3cccs3)n1C)oc1ccccc12	.	-0.4	3	.	16	-3.4	7	.	.
CN(CC(=O)Nc1ccccc1Cl)C(=O)c1cc(C2CC2)nn1-c1ccccc1	0.5	-1.0	6	0.4	11	-0.7	1	0	10
O=C(O)c1ccc(CSc2nnc(-c3ccncc3)n2-c2ccc(Br)cc2)cc1	0.1	-0.5	-3	0.0	5	-2.8	2	0	4
CCOc1ccc(C(=O)NN2C(=O)C3C4C=CC(O4)C3C2=O)cc1 (stereo not drawn)	.	-1.7	-5	0.0	-3	-0.3	0	4	-1
CCCC(=O)N1CCCC1(C)C(=O)Nc1ccc2c(c1)CCN2C(C)=O (stereo not drawn)	1.2	.	3	0.8	5	-2.6	-7	7	5
CCO[C@H]1OC(C(=O)N2CCN(Cc3ccc4c(c3)OCO4)CC2)=C[C@@H](c2ccccc2)[C@@H]1CCCO	-0.1	-1.4	3	-0.1	24	-1.6	3	1	-1
Cc1cc(N)ccc1NC(=O)c1ccccc1	.	1.3	2	-0.2	10	2.1	0	-5	-2
COCc1[nH]nc2c1C(c1ccsc1)C(C#N)=C(N)O2 (stereo not drawn)	.	-1.3	-37	0.3	-5	-2.7	-5	-3	19
CC(C)(C)CC(=O)O/N=C(\N)c1ccncc1	0.4	0.8	12	-0.2	8	-4.9	-2	-3	4
CCOc1ccccc1C(=O)N(Cc1ccccc1)Cc1cc2cc3c(cc2[nH]c1=O)OCCO3	.	-0.9	-20	-0.4	7	-2.3	-4	0	8
O=C(Nc1ncc(Br)s1)C(Cc1ccccc1)n1cccc1 (stereo not drawn)	0.6	4.2	8	-0.2	1	-4.2	12	0	6
CS(=O)(=O)N(CC(=O)NCCSCc1ccco1)c1ccc2c(c1)OCO2	0.7	-1.9	-7	-0.9	12	-0.5	6	2	-8
O=[N+]([O-])c1ccc(N2CCN(S(=O)(=O)c3ccccc3)CC2)cc1	1.1	2.9	2	2.5	1	-1.9	-16	-2	6
CCOC(=O)/C=C(/C)N1N=C(c2ccc(OC)cc2)CC1c1cccc([N+](=O)[O-])c1 (stereo not drawn)	.	0.3	-3	8.0	0	-2.0	1	1	5
COC(=O)CSc1nnc(CNC(=O)c2ccc(OC)cc2OC)n1C	.	0.6	-12	1.2	-2	-1.3	4	5	7
O=C(O)c1cccc(-c2csc(C(O)c3ccc(F)cc3)n2)c1 (stereo not drawn)	0.7	.	9	0.0	2	-1.3	-3	3	-2
c1ccc(-c2nnc(-c3ccccc3)nn2)cc1	1.7	.	-5	.	-9	-0.2	3	.	.
COc1ccc(-c2c(-c3ccsc3)oc3ccc(N4CCOCC4)cc23)cc1	0.6	-0.6	-7	0.1	6	1.2	-1	-2	5
O=C(NCCCN1CCOCC1)c1cccc(S(=O)(=O)NCc2ccccc2)c1	1.9	0.1	-10	3.2	4	-0.9	3	-1	3
CCCCC(=O)Nc1ccc2c(c1)nc(CCN1CCOCC1)n2C	.	-0.8	14	3.3	-10	-0.9	1	9	8
CCCNC(=O)C1CC(=O)N(c2ccc(OCc3ccc(F)cc3)cc2)C1 (stereo not drawn)	-0.4	-0.1	0	1.9	-13	-1.0	13	2	3
CCN1C(=Nc2ccc(Cl)cc2)SC/C1=C\C(=O)OC	0.7	0.4	-8	-0.9	-9	-2.1	-3	0	-10
CCOc1cc(C2NN=C(c3ccc(C)cc3)S2)ccc1O (stereo not drawn)	.	0.7	-16	-0.3	3	0.6	-8	-1	-12
Cc1cccc(C)c1OCC(O)CNS(=O)(=O)c1ccccc1C(=O)N1CCOCC1 (stereo not drawn)	.	1.7	2	-0.1	7	-0.3	1	0	-7
Cc1cc(=O)oc2c(C(=O)c3ccccc3)c(OCC(N)=O)ccc12	-1.0	.	1	0.0	5	1.6	-4	-6	-8
COc1ccccc1C(=O)OCC(=O)NC12CC3CC(CC(C3)C1)C2	2.1	0.8	-1	0.9	10	-1.4	-3	-4	0
CC1Cc2ccccc2N1C(=O)CSc1nc2c(c(=O)n(C)c(=O)n2C)n1Cc1ccc(F)cc1 (stereo not drawn)	.	0.4	22	0.9	2	-2.3	-6	-2	11
COC(=O)c1cc2c(s1)-c1ccc(OC)cc1CC2	-0.2	-1.2	-224	3.0	2	-1.0	6	6	?
CCc1nn(CC(=O)N2CCN(CC)CC2)c(=O)c2cccn12	5.6	0.5	3	-1.4	-1	0.7	-3	0	-6
O=C(Cn1cc2c(n1)CCCC2)NCCCN1CCN(Cc2ccccc2)CC1	-0.6	1.1	-6	0.8	5	-0.5	-2	2	-7
O=c1c2ccccc2c(-c2ccccc2)nn1Cc1c(Cl)cccc1Cl	.	0.6	-3	-0.2	3	0.5	6	-4	9
(next part)
SMILES	TcdB inh	PfHsp40 rescue	CCHFV vOTU inh	BoNT A protease	Y pestis TopoI	FadD28 FP inh	PrPC TRFRET	Anthrax LF inh2	BoNT F protease
CSc1ncc(C(=O)NCCCc2ccccc2)c(C)n1	0.2	-1.2	-8	-0.7	4	-0.8	1	-7	-24
Cc1ccc(C)c(S(=O)(=O)N2CCN(c3nc(-c4cccnc4)nc4ccccc34)CC2)c1	-0.5	0.9	6	-7.8	23	-3.4	-1	-4	-8
Cn1c(=NC(=O)c2cccc([N+](=O)[O-])c2)sc2ccccc21	0.0	0.1	1	0.4	4	0.7	5	4	1
COc1ccc(C(=O)Nc2ccccc2C(=O)N2CCCCCC2)cc1	1.5	-1.5	13	-1.4	9	.	-4	-4	-5
C#CCNC(=O)C1=C[C@H](c2csc3ccccc23)C[C@H](OCCCCO)O1	0.4&0.5	-0.9	-7	0.1	23	-1.7	-4	0	-8
O=C(OCC(O)C(O)C(O)C(SCc1ccccc1)SCc1ccccc1)c1ccccc1 (stereo not drawn)	1.0	1.3	5	-0.4	2	-1.1	12	-3	-6
CC(C)(C)n1nnnc1C(c1cc2ccccc2o1)N(CCC#N)Cc1ccccc1 (stereo not drawn)	1.0	.	5	0.4	.	.	-9	3	0
COc1ccc(C/C(N)=N/OC(=O)CCc2ccccc2)cc1	-0.1	3.0	3	-1.3	7	-2.2	3	22	17
O=CN1CCN(C(=O)c2ccc(-c3nc4ccccc4s3)s2)CC1	0.7	-1.2	-16	0.5	2	-2.3	-34	-3	-2
